Source: PubChem BioAssay
Rin1 Abl inh – inhibitors of human Rin1-Abl protein interaction; AID 588664; inhibition, % at 7.35 µM; 0.4% of 360,000 active; TR-FRET Rin1/Abl binding, biochemical; P00519+Q13671; in the data active = inhibition above about 5%, passing the limit was not always enough
MT1-MMP act inh – MT1-MMP (human) activation inhibition; 0.061% of 360,000 active; HT1080 RFP-PRO-GFP cells, GFP/RFP ratio fluorescence, overnight; percent of plate control window, DMSO zero; GFP/RFP ratio change, % at 20 µM;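 active = GFP/RFP ratio change of at least 30% with cell ATP level not reduced by more than half and red fluorescence within 50% of control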; note: strong numbers were not always called active
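system = RFP-PRO-GFP reporter HT1080 cells | dosing = 20 µM single dose, 1% DMSO | timing = overnight cell settling, then overnight compound exposure, 37 °C, 5% CO2 | read-out basis = GFP/RFP fluorescence ratio | controls = DMSO and RFP-L50D-GFP cell wells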
MsrA act – bovine methionine sulfoxide reductase A activation; activation, % at 10.6 µM; purified bovine MsrA, absorbance read-out; AID 602163; 0.3% of 360,000 active; in the data active = activation above about 7.5%;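 note: 0% = vehicle and 100% = reference activator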
SKN-1 block – blocks SKN-1 activity in C. elegans; C. elegans VP596 Pgst-4::GFP/RFP ratio, acrylamide-induced, 24 h; inhibition, % at 21.8 µM; 0.49% of 360,000 active; AID 624304;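 active = interference check ratio from 0.5 to 1.5 plus GFP to RFP signal ratio inhibition reaching or exceeding a fixed threshold, cut at about 30% in these data, passing the limit was not always enough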; note: some compounds called inactive have numbers as strong as hits
Neddylation inh – inhibitors of human cullin neddylation | AID 651699 | calls only at 25 µM | 0.58% of 360,000 active | P61081+Q13564 | TR-FRET cullin neddylation, biochemical; in the data active = inhibition above about 36%
Target sequence (P61081 whole entry, looked up): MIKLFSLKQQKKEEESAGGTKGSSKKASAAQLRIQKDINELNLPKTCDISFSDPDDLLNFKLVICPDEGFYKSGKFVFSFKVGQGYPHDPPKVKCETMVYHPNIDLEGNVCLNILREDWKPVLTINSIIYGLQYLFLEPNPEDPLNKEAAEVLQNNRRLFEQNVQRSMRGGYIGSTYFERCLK
Target sequence (Q13564 whole entry, looked up): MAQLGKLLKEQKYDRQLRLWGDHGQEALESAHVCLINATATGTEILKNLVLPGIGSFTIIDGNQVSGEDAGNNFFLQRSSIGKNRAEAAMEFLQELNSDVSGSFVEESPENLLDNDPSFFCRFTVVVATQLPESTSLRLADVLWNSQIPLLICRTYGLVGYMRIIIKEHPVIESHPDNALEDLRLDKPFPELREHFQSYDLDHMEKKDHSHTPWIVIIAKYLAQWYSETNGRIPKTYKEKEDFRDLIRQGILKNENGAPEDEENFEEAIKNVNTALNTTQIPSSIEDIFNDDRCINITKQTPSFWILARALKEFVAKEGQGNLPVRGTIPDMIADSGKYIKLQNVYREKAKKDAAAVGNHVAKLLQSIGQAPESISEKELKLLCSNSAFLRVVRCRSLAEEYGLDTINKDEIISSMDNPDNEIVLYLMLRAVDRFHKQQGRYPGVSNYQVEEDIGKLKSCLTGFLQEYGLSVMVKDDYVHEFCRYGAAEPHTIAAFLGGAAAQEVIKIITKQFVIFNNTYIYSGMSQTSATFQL
eLon inh – inhibits E. coli Lon protease | 0.42% of 360,000 active | inhibition, % at 7.94 µM | purified E. coli Lon protease, fluorescence polarization | P0A9M0 | AID 602123; in the data active = inhibition above about 13%, passing the limit was not always enough;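 note: 0% = enzyme with probe and DMSO and 100% = no enzyme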
FAS TE block – blocks the thioesterase domain of human fatty acid synthase | 0.67% of 360,000 active | P49327 | recombinant FAS-TE, OMFH fluorogenic substrate, fluorescence endpoint | inhibition, % at 15 µM;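 active = compounds whose normalised, plate-corrected inhibition of enzyme fluorescence in the single-dose primary screen is 50% or more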;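 note: 0% = DMSO with enzyme and 100% = substrate without enzyme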
MsrA inhibitor – inhibitors of bovine MsrA | 0.75% of 360,000 active | purified bovine MsrA, absorbance read-out | inhibition, % at 15.5 µM; in the data active = inhibition above about 4.5%;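 note: 0% = vehicle wells with enzyme and 100% = reference inhibitor wells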
CendR NRP1 mod – alters CendR peptide binding to human NRP-1; O14786; FAM-RPARPAR peptide binding to NRP-1, fluorescence polarization; inhibition, % at 25 µM; 0.85% of 360,000 active; AID 602438;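 active = inhibition or corrected inhibition above about 18%, plus a signal ratio from 0.5 to 1.5, limit read from the data, passing the limit was not always enough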; note: strong numbers were not always called active
* hit, by the source's call; i = inactive; / = not tested or not shown.

smiles | Rin1 Abl inh | MT1-MMP act inh | MsrA act | SKN-1 block | Neddylation inh | eLon inh | FAS TE block | MsrA inhibitor | CendR NRP1 mod
CCOC(=O)c1cc(-c2cccc([N+](=O)[O-])c2)nc2[nH]c(=O)[nH]c(=O)c12 | -3 | 2 | -3 | 4 | i | 1 | 25 | 0.7 | -2
Cc1nc(Oc2ccc(S(=O)(=O)N3CCOCC3)cc2Cl)c2c3c(sc2n1)CCCC3 | 1 | -13 | -2 | 2 | i | 7 | 19 | 0.5 | -16
CC1CCCCN1C(=O)c1ccccc1OC1CCN(S(C)(=O)=O)CC1 (configuration not stated) | 1 | 1 | -1 | 10 | i | 5 | -5 | 1.5 | 7
COc1cc(OC)cc(C(=O)NCCCCCCNC(=O)c2cc(OC)cc(OC)c2)c1 | 2 | -3 | -3 | 7 | i | 5 | 0 | -1.1 | 1
Cc1ccc(C)c(N2CCN(C(=O)C3CCN(c4nnc(N5CCCC5=O)s4)CC3)CC2)c1 | 0 | -3 | 1 | 6 | i | -1 | -2 | -0.2 | 0
COC(=O)CCC(=O)Nc1sc(Cc2ccccc2)c(C)c1C(N)=O | -1 | 0 | -3 | 10 | i | 4 | -5 | -0.8 | -2
Nc1ccc2oc3ccc(N)cc3c(=O)c2c1 | -8 | 10 | -4 | -1 | i | -11 | -4 | -0.4 | 9
CNC(=O)c1ccc(-c2ccccc2)s1 | 1 | 3 | -4 | 7 | i | -7 | -5 | 1.1 | 7
CCN(CC)CCNCc1cc(Cl)c(OCC(=O)Nc2ccccc2)c(OC)c1 | 0 | 7 | -2 | -14 | i | 1 | -4 | 0.7 | 14
COc1ccc(C(=O)c2[nH]c(N)c(C(=O)NCCc3c[nH]c4ccccc34)c2-c2ccc(Cl)c(F)c2)cc1 | / | 3 | -8 | 4 | i | 13 | 31 | 2.7 | -9
O=C(NC1CCCCC1)c1ccc(-c2ccc(Cl)cc2)o1 | 1 | 2 | -2 | 29 | i | -13 | 20 | -0.7 | 3
COc1ccccc1NC(=O)c1ccc(NC(=O)CSc2ncn[nH]2)cc1 | -4 | 2 | -8 | -7 | i | -3 | -11 | 0.3 | 9
Cc1ccc(Cl)cc1N1CCN(C(=O)C2CCC(=O)N(C3CCCCCC3)C2)CC1 (configuration not stated) | 1 | 7 | -13 | -14 | i | -9 | 10 | -0.2 | 2
CN(C)/C=N/c1cc(=O)[nH]c(=O)n1C | -2 | -2 | -5 | -1 | i | -9 | -7 | 0.1 | 4
O=C(CSc1nnc(-c2cccnc2)s1)Nc1ccc(C(=O)O)cc1 | 2 | 1 | -9 | 9 | i | -15 | -9 | 0.8 | 0
O=C(NCCOc1ccc(F)cc1)C1CCC(=O)N(CCCN2CCOCC2)C1 (configuration not stated) | 1 | 0 | 2 | -2 | i | -5 | 0 | 0.7 | 4
CCn1cc([N+](=O)[O-])c(C(=O)Nc2ccn(Cc3ccccc3F)n2)n1 | -3 | 5 | -2 | 9 | i | 1 | -6 | -0.6 | 10
COc1cc(S(=O)(=O)NCc2ccncc2)ccc1Br | 3 | 5 | -9 | -15 | i | 11 | -4 | -1.6 | 5
O=C(Cc1cccnc1)N[C@@H]1CC[C@H](CCn2cc(Cc3ccccc3)nn2)O[C@@H]1CO | / | 2 | / | -7 | i | / | / | 1.0 | 13
CCC(=O)n1nc(-c2cccnc2)nc1NCc1ccc(F)cc1 | 3 | / | -15 | -18 | i | -4 | -1 | -0.9 | 2
O=C1OC(CCl)CN1Cc1c(Cl)cccc1Cl (configuration not stated) | 2 | 3 | -2 | -6 | i | -4 | -4 | 0.3 | 1
CCN(CCN1CCCC1)C(=O)C1CCC(=O)N(CCCN2CCOCC2)C1 (configuration not stated) | 0 | 0 | -6 | 1 | i | -17 | -8 | -0.8 | 4
Cc1c(Cl)cnc(NC(=O)CSc2nnc3ccccn23)c1Cl | 1 | -1 | 1 | 0 | i | 5 | -7 | 0.0 | 17
CNC(=S)N1N=C(c2ccccc2)CC1c1ccc(OC)c(OC)c1 (configuration not stated) | 1 | 6 | -8 | 1 | i | -6 | 4 | 2.1 | 10
O=C(NN=Cc1ccc(O)cc1)C(=O)NN=Cc1ccc(O)cc1 | -2 | 1 | 0 | 0 | i | -11 | -5 | 6.1* | 3

An excerpt of these results, field by field:
SMILES: CCOC(=O)c1cc(-c2cccc([N+](=O)[O-])c2)nc2[nH]c(=O)[nH]c(=O)c12
  Rin1 Abl inh: -3
  MT1-MMP act inh: 2
  MsrA act: -3
  SKN-1 block: 4
  Neddylation inh: i
  eLon inh: 1
  FAS TE block: 25
  MsrA inhibitor: 0.7
  CendR NRP1 mod: -2

SMILES: O=C(NCCOc1ccc(F)cc1)C1CCC(=O)N(CCCN2CCOCC2)C1 (configuration not stated)
  Rin1 Abl inh: 1
  MT1-MMP act inh: 0
  MsrA act: 2
  SKN-1 block: -2
  Neddylation inh: i
  eLon inh: -5
  FAS TE block: 0
  MsrA inhibitor: 0.7
  CendR NRP1 mod: 4

(cont.)
smiles | Rin1 Abl inh | MT1-MMP act inh | MsrA act | SKN-1 block | Neddylation inh | eLon inh | FAS TE block | MsrA inhibitor | CendR NRP1 mod
COc1ccc(CNc2ncnc3c2[nH]c2ccccc23)cc1 | -4 | 7 | -2 | 19 | i | -9 | 13 | 1.2 | 3
NC1=NC(=O)C(c2ccccc2)(c2ccccc2)S1 | 3 | 0 | -1 | 13 | i | -16 | -5 | 0.2 | -3
Cc1cccc(NC(=O)c2nc[nH]c2C(=O)N[C@@H](C)C(=O)OC(C)(C)C)c1 | 3 | 4 | -3 | 15 | i | -3 | 7 | 0.2 | 11
Fc1ccc(CNCc2ccco2)cc1 | 2 | 5 | 0 | -4 | i | -6 | -2 | 1.3 | 15
O=C(NCc1ccccn1)c1cn(CCc2ccccc2)nn1 | 0 | -1 | -2 | -4 | i | -5 | -4 | -1.8 | -8
Cc1ccc(N2CC(C(=O)Nc3c(C)n(C)n(-c4ccccc4)c3=O)CC2=O)cc1 (configuration not stated) | -7 | 1 | -1 | -7 | i | -2 | -8 | -0.6 | -6
N/C(=N\OC(=O)CCC1CCCCC1)c1cccnc1 | 2 | -3 | -2 | 5 | i | -11 | -5 | 1.5 | 4
Cn1c(=O)cc(SCC(=O)N2CCCC2)c2ccc(Cl)cc21 | -23 | 4 | -9 | 18 | i | 5 | 1 | 1.5 | 7
O=C(NC(=S)Nc1ccccc1[N+](=O)[O-])c1ccco1 | -2 | 4 | -2 | 1 | i | -1 | 0 | 1.1 | -3
O=c1c2cc3c(=O)n(CC4CCCO4)c(=O)c3cc2c(=O)n1CC1CCCO1 (configuration not stated) | -2 | 4 | -4 | 18 | i | -1 | -9 | -1.3 | -5
CC(=O)c1cccc(NC(=O)C2(c3ccccc3)CC2(Cl)Cl)c1 (configuration not stated) | -2 | 0 | -5 | 8 | i | 3 | 5 | 1.7 | 5
C=CCn1cc(C(=O)NCCOC)c(=O)c2cc(S(=O)(=O)N3CCCCCC3)ccc21 | -3 | -8 | 0 | 8 | i | -4 | -2 | 1.1 | 13
Cc1ccc(-n2c(C)cc(/C=N/NC(=O)Cn3c4ccccc4c(=O)c4ccccc43)c2C)cc1 | -5 | -7 | -2 | 7 | / | -2 | 2 | 1.3 | 1
Cc1ccc2cc(CN(CC3CCCO3)S(=O)(=O)c3c(C)ccc4nsnc34)c(=O)[nH]c2c1 (configuration not stated) | -3 | 1 | -5 | 10 | i | -5 | -8 | 0.8 | 14
Oc1cc2ccccc2cc1-c1n[nH]c(=S)o1 | -1 | 5 | 3 | 15 | i | -4 | 2 | 2.3 | -2
Cc1c(NC(=O)Cn2cc([N+](=O)[O-])cn2)c(=O)n(-c2ccccc2)n1C | 0 | 0 | -3 | 2 | i | 1 | -4 | 0.0 | 4
CN1CCN(CCNC(=O)Nc2ccccc2[N+](=O)[O-])CC1 | -4 | 0 | -4 | -5 | i | -3 | -5 | 0.6 | 0
Cc1c(CCC(=O)N[C@@H](CCCNC(N)=O)C(=O)O)c(=O)oc2cc3oc4c(c3cc12)CCCC4 | 1 | 6 | 1 | 11 | / | 10 | -1 | 0.5 | 0
COC(=O)c1cccnc1-n1c(=O)c2cccnc2n(Cc2ccc([N+](=O)[O-])cc2)c1=O | -2 | 9 | -7 | -13 | i | -3 | 15 | 0.6 | 4
CSc1ccccc1CNc1nc(NCC2CC2)nc2ccsc12 | -2 | 12 | -2 | 16 | i | -6 | 10 | -0.8 | 12
COc1ccc(Cl)cc1NC(=O)COC(=O)c1cc(NS(=O)(=O)c2cccs2)ccc1O | 4 | 6 | -2 | 8 | i | 5 | 32 | 1.5 | -7
COC(=O)C[C@H]1CC[C@@H](NC(=O)Nc2ccc(C(F)(F)F)cc2)[C@@H](CO)O1 | / | 3 | / | -5 | i | / | / | 1.2 | -2
O=[N+]([O-])c1ccc(N/N=C/c2cccnc2)cc1 | -7 | -13 | -2 | 18 | i | -7 | 7 | 1.3 | -22
Cc1cc(OCCCn2cnc3ccccc3c2=O)ccc1[N+](=O)[O-] | -6 | 7 | -4 | 11 | i | 5 | 2 | -0.5 | -4
COc1cccc(-c2nn(-c3ccccc3)cc2CN2CCCO2)c1 | 2 | -2 | -3 | -1 | i | 1 | -1 | -1.0 | 12
O=C(CN(C(=O)c1csnn1)c1cccc(F)c1)NCc1ccc2c(c1)OCO2 | -2 | -4 | -1 | 21 | i | -6 | -4 | -0.4 | 5
CN(c1ccc(C(=O)Nc2ccc(F)cc2F)cc1)S(=O)(=O)c1ccccc1 | 2 | 4 | -8 | 7 | i | -2 | 12 | 0.1 | 7
O=C(N/N=C/c1ccc(Cl)cc1Cl)Nc1ccccc1 | -3 | 5 | -4 | 10 | i | -3 | 5 | -0.6 | 4
Cc1ccc(CNC(=O)C2C3C=CC(C3)C2C(=O)O)cc1 (configuration not stated) | 2 | -6 | -3 | 8 | i | -1 | -6 | 0.7 | 8
N#C/C(=N\Nc1ccc(F)cc1)C(=N)N1CCCCC1 | -1 | 0 | -3 | 15 | i | 3 | -5 | 3.6 | 6
Cc1cc(OCC(=O)NCc2cccnc2)c2c(C)c(Cc3ccccc3)c(=O)oc2c1 | -2 | 2 | -3 | -3 | / | 1 | 15 | 0.0 | -14
O=C(NCc1csc(-c2cccs2)n1)C1CCC1 | -3 | 2 | -2 | 10 | i | -1 | -2 | -0.8 | -8
O=C1NC(=S)S/C1=C/c1ccc(N2CCOCC2)o1 | 1 | -28 | -6 | 87 | i | -3 | -43 | / | 121
CC1(C(=O)NS(=O)(=O)c2cccc(C#N)c2)CCN1C(=O)c1ccccc1CCc1ccccc1 (configuration not stated) | -4 | 0 | -2 | 14 | i | 2 | -6 | -0.8 | 2
CC(=O)N1CCCc2cc(S(=O)(=O)N3CCCC(C(=O)NCc4ccc(C)cc4)C3)ccc21 (configuration not stated) | 0 | 1 | -2 | 6 | i | -7 | 2 | -0.9 | 12
O=S(=O)(NCc1cc(-c2ccccc2)no1)c1ccc(Cl)cc1 | 1 | 1 | 0 | -8 | i | -2 | 5 | -1.3 | 3
Cc1cn([C@H]2C[C@H](O)[C@@H](CCC(=O)NCCc3cccs3)O2)c(=O)[nH]c1=O | -1 | 1 | 1 | 1 | i | -8 | -13 | -0.1 | -5
CCCOc1ccc(N/C=C/C(=O)C(C)(C)C)cc1 | 2 | 4 | -11 | -1 | i | -2 | 7 | 1.7 | 1
CCOC(=O)c1cc(-c2ccccc2)n(CC2CC(c3ccc(OC)cc3)=NO2)n1 (configuration not stated) | -1 | -3 | -1 | 1 | i | 5 | 19 | -0.5 | 0
COc1ccc(N=Cc2c(O)n(-c3cccc(C)n3)c(=O)c3ccccc23)c(OC)c1 | 0 | -122 | -7 | -6 | i | 2 | -42 | -1.2 | 131
CCc1cccc(C)c1NC(=O)CCCN1C(=O)CN(C)C1=O | 3 | 1 | 1 | 2 | i | 7 | -7 | 0.6 | -15
